TRHR ag = TRH receptor (human) agonism | 360,000 tested, 0.18% active | P34981 | activation, % at 2 µM | AID 493084 | TRHR cells, calcium flux fluo-8, FDSS agonist mode; in the data active = activation above about 30%; also: 0% is about no effect
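TRHR-expressing cells, plated overnight in medium with 10% serum, were loaded with fluo-8 calcium dye at room temperature. After a 10 s baseline, library compound was pin-added and calcium release was recorded kinetically (ex 480/em 530) as agonist response.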
POLK inh = inhibitors of human DNA polymerase kappa. Q9UBT6. purified Pol kappa, fluorescent DNA synthesis assay, 10 min. 400,000 tested, 0.53% active. AID 588579. Potency, µM (series often up to 107 µM), without a hit: top-dose activity, negative = inhibition, most hits filed as inhibitors; also: potency is read from the fitted curve at half-maximal effect; % is scaled to controls: 0 for no effect and ±100 for the full control effect
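Inhibition of 10 nM Pol kappa is measured by a fluorescent read-out at 0 and 10 min following addition of 50 nM substrate (final), with a 15-min room-temperature compound preincubation.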
POLB inh = blocks human DNA polymerase beta activity; Pol beta primer extension/strand displacement, fluorescence kinetic; Potency, µM (top dose mostly 114 µM), for the others: at the highest dose activity change, negative = inhibition, most hits filed as inhibitors; 340,000 tested, 1.3% active; AID 485314; also: potency is read from the fitted curve at half-maximal effect; % is scaled to controls: 0 for no effect and ±100 for the full control effect
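10 nM enzyme + cpd, 15 min RT; start with substrate 50 nM final; read 0 min and after 10 min RT. Corrected, normalized data; 4-parameter Hill curve fit.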
ERG-DNA inh = ERG Ets/DNA interaction inhibition; AID 624246; Potency, µM (highest dose often 76.9 µM), inactives show at the top dose FP activity, negative = inhibition, usual class: inhibitors; 370,000 tested, 0.028% active; fluorescence polarization, His-ERG Ets domain / labelled DNA; P11308; active = well fitted inhibition curve with a large enough effect in the polarisation, with a control signal flat; inconclusive = small, poorly fitted or top-dose-only effect, or effect the other way, or a change in a side signal; inactive = no such curve, though single readings can be large or run the other way; the % refers to the polarisation;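 also: polarization taken with two DNA probes labelled with fluorescein and Texas red; potency is read from the fitted curve at half-maximal effect; % of control where 0% means no effect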
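His-tagged ERG Ets domain (1 uM in the protein solution; 300mM KCl, 50mM Tris-HCl, 1mM EDTA, 1mM DTT, pH 7.5) received compound, then a probe mix of 5 nM fluorescein-DNA and 100nM Texas-615-DNA. Fluorescence polarization was read for both dyes.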
APEX1 inh = blocks human APE1 abasic DNA cleavage. P27695. recombinant APE1, TAMRA/BHQ-2 abasic DNA cleavage fluorescence. Potency, µM (series often up to 65.8 µM), inactives show at the highest dose activity change, negative = inhibition, hits mostly inhibitors. 350,000 tested, 0.35% active. AID 2517;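 also: potency is read from the fitted curve at half-maximal effect; plate controls were vehicle for no effect and reference inhibitor for full effect; nearly all actives have a fitted effect of over 55% in size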
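Activity was derived from the fluorescence gain between first and third kinetic reads (60 s intervals, ex 525/em 598 nm) after 50 nM THF-abasic TAMRA/BHQ-2 duplex was added to 0.75 nM APE1 preincubated 15 min with compound.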
BLM inh = inhibitors of human Bloom syndrome helicase BLM | Potency, µM (top dose mostly 56.1 µM), inactives show at the top dose activity change, negative = inhibition, usual class: inhibitors | P54132 | recombinant BLM DNA unwinding, fluorescence dequenching | 350,000 tested, 0.2% active;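 also: potency is read from the fitted curve at half-maximal effect; plate controls were vehicle for no effect and no enzyme for full effect; nearly all actives have a fitted effect of over 35% in size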
Target sequence (P54132 whole entry, looked up): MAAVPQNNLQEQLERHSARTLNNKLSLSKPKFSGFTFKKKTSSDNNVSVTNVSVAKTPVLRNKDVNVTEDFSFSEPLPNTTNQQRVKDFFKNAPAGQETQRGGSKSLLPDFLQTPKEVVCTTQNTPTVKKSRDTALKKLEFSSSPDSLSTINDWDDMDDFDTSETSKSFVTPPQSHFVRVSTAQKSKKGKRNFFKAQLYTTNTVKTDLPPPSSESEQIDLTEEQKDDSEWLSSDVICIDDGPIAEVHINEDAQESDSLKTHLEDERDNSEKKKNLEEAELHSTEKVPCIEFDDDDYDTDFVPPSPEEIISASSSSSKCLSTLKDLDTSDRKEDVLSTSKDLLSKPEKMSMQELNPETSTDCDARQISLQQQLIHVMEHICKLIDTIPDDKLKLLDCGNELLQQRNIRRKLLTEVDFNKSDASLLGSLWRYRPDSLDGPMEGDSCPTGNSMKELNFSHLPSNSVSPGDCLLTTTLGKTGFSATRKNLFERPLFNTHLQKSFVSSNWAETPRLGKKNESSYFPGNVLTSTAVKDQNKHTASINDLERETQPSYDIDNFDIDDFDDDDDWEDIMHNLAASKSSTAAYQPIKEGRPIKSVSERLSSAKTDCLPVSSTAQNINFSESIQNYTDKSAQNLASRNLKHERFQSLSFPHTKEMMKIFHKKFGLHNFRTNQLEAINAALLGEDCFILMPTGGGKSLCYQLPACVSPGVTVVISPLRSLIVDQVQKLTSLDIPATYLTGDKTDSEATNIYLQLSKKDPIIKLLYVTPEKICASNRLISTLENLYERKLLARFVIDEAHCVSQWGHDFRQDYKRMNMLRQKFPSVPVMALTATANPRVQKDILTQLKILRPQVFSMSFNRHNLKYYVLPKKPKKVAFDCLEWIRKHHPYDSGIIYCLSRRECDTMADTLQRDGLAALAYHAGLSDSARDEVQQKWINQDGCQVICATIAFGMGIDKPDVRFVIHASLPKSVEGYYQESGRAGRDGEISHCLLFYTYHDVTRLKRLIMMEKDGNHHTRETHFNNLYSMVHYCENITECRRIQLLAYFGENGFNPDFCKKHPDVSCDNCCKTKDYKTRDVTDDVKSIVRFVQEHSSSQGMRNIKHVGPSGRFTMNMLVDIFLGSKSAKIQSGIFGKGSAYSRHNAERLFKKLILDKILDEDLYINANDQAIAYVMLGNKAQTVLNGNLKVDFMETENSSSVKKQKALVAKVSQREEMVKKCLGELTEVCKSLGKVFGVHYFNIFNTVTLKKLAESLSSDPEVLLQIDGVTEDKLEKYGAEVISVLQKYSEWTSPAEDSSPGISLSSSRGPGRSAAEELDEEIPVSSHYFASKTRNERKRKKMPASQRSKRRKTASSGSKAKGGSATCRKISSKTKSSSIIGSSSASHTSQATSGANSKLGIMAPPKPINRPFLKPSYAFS
ALOX12 inh = ALOX12 (human) lipoxygenase inhibition | purified 12hLO, xylenol orange hydroperoxide absorbance | P18054 | 580,000 tested, 1.1% active | Potency, µM (titrated, usually from 108 µM), for inactives: at the top dose activity change, negative = inhibition, hits mostly inhibitors | AID 1671190; also: potency is read from the fitted curve at half-maximal effect; % is scaled to controls: 0 for no effect and ±100 for the full control effect
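Purified human 12hLO at 150 nM in 25 mM Hepes, 0.01% Triton X-100, pH 7.0, preincubated 15 min at room temperature with compound. Reaction started with 40 uM arachidonic acid, 30 min at room temperature. Hydroperoxide measured by Fe-xylenol orange, 573/405 nm absorbance ratio.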
Pol iota inh = blocks human DNA polymerase iota activity | Q9UNA4 | Pol iota fluorescent replication assay, 10 min | Potency, µM (highest dose often 115 µM), for the others: at the highest dose activity, negative = inhibition, actives largely listed as inhibitors | 390,000 tested, 1% active | AID 588590; also: potency is read from the fitted curve at half-maximal effect
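Pol iota at 10 nM preincubated 15 min with compounds at room temperature; reaction started with fluorescent substrate, 50 nM final. Fluorescence read kinetically at 0 and 10 min; buffer-only wells as negative control.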
Anesthetic bind = binds horse apoferritin like a general anesthetic. apoferritin/1-aminoanthracene competitive binding, fluorescence. Potency, µM (series often up to 77.5 µM), without a hit: at the top dose activity change, negative = displacement, usual class: inhibitors. 350,000 tested, 0.074% active; also: potency is read from the fitted curve at half-maximal effect; % is scaled to controls: 0 for no effect and ±100 for the full control effect; nearly all actives have a fitted effect of over 20% in size
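Probe: 1-aminoanthracene (50% saturated, PBS). Protein: horse-spleen apoferritin, 10 uM. Incubation: 10 min, room temperature. Detection: 380 nm excitation, 535 nm emission. Analysis: normalized response, four-parameter Hill.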
* = called active by the depositor; u = inconclusive; x = no result given; & = joins results of further samples; [ ] = dose if it differs, or a comment. Unless noted, calls follow the shape of the dose curve; as a rule, active = well fitted curve in the direction sought with a large enough effect; inconclusive = small, poorly fitted or top-dose-only effect, or another doubt; inactive = no such curve, though single readings can be large; an effect the other way counts as inactive or inconclusive. These rows are one share of the data; rates above refer to the full screens.

SMILES	TRHR ag	POLK inh	POLB inh	ERG-DNA inh	APEX1 inh	BLM inh	ALOX12 inh	Pol iota inh	Anesthetic bind
C#CCOCCOCCOCCNc1nc(N2CCN(C(=O)[C@H](CCCCN)n3cc(C(N)COC(=O)C(F)(F)F)nn3)CC2)nc(N2CCN(C(=O)[C@H](CCCCN)n3cc(C(N)CC(C)C)nn3)CC2)n1 (stereo partly drawn)	0.2	x	20.8%	x	4.9%	47.2%[activator]	x	x	1.2%
COc1ccc(-c2ccc(-c3noc(-c4ccco4)n3)c(OC)n2)cc1	0.1	-1.3%	-16.8%	-9.6%	-3.8%	-6.8%	1.9%	21.0%	7.3%
CC1CN(S(=O)(=O)c2ccc(C(=O)OCc3ccc(C#N)cc3)cc2)CC(C)O1 (stereo not drawn)	-0.2	7.9%	x	3.5%	18.7%	x	3.8%	35.1%[activator]	x
NC(=O)c1ccc(-n2nnnc2SCC(=O)Nc2ccc(N3CCOCC3)c(Cl)c2)cc1	0.3	-2.9%	-21.1%	-10.0%	3.5%	-0.9%	45.7%[activator]	-6.6%	1.2%
CCCc1[nH]nc2c1C1(C(=O)N(CC)c3ccccc31)C(C#N)=C(N)O2 (stereo not drawn)	0.8	-10.7%	22.7%	2.7%	-2.2%	-1.4%	5.9%	16.6%	-10.0%
C=CCn1c(C)cc(C(=O)CSc2ccc(NC(C)=O)cc2)c1C	0.5	-7.1%	-13.6%	2.9%	-1.6%	-5.9%	u	-3.1%	-23.0%
CCn1c(N)c(C(=O)NCCCOC)sc1=S	-1.0	-6.4%	34.3%	-4.1%	-3.7%	-3.8%	39.8µM*	5.0%	-10.0%
Cc1c(O)cc2n(c1=O)-c1ccc(Cl)cc1C2(C)C	0.1	-6.4%	2.6%	-9.2%	u	-9.1%	4.4%	4.1%	-1.6%
CCc1ccccc1NS(=O)(=O)c1ccc(SC)cc1	0.1	0.4%	u	0.5%	-5.1%	-6.3%	-6.9%	-5.3%	-10.6%
COc1ccc(N(C)S(=O)(=O)c2cccc(C(=O)NC3CCCCCC3)c2)cc1	0.0	-11.7%	-2.7%	-5.2%	-3.7%	-4.1%	-12.2%	43.4%[activator]	2.0%
NC(=O)Nc1ccc(C(=O)OCC(=O)N2CCc3ccccc3C2)cc1	0.1	-11.4%	x	2.0%	-6.0%	x	26.5%	55.8%[activator]	x
S=C1CCSc2ccc(Cl)cc2N1	-0.9	-5.6%	23.3%	9.0%	-1.0%	-1.7%	-19.1%	32.5%[activator]	-11.5%
COc1ccc(CNC(=O)CSc2nnc(C(F)(F)F)n2C)cc1	0.3	-2.8%	35.6%	7.3%	7.2%	-3.8%	-4.4%	80.4%[activator]	0.4%
O=C(CCCC(=O)N(CC(=O)NC1CCCC1)Cc1ccc2c(c1)OCO2)Nc1ccccn1	-0.4	0.2%	-0.9%	-4.5%	-0.4%	0.2%	12.3%	9.2%	-6.8%
Cc1ccccc1Nc1nc(N)nc(CSc2nnc(-c3ccccc3)n2C)n1	-0.5	-11.1%	42.2%	-10.1%	-1.0%	-4.9%	4.5%	83.2%[activator]	-18.5%
CCOC(=O)C1CCN(C(=O)Nc2ccc3nccnc3c2)CC1	0.5	-6.0%	22.1%	-4.3%	1.6%	-1.1%	0.0%	43.0%	115.9%[activator]
C[C@@H]1CN([C@H](C)CO)C(=O)Cc2cc(NS(=O)(=O)c3cn(C)cn3)ccc2O[C@H]1CN(C)S(=O)(=O)c1ccc(Cl)cc1	x	7.9%	x	-0.3%	19.2%	x	-17.7%	26.6%	x
O=C(c1ccco1)N1N=C(c2ccc(Br)cc2)CC1(O)C(F)(F)F (stereo not drawn)	0.7	-10.4%	21.8%	-1.3%	-0.7%	-4.4%	-27.9%	77.2%[activator]	-22.4%
COc1cccc(C2CC(c3ccc(C)cc3)n3ncnc3N2)c1 (stereo not drawn)	0.7	-10.5%	-18.6%	8.2%	-11.0%	1.3%	353.8%[activator]	5.0%	-4.2%
CCc1ccc2nc(N3CCN(C(=O)C4CC4)CC3)sc2c1	0.0	-8.1%[60.1 µM]	14.3%	4.3%	x	0.9%	-4.4%	23.7%	-4.3%
O=C(O)c1cc(S(=O)(=O)N2CCN(C(=O)c3ccco3)CC2)c(Cl)cc1Cl	0.3	6.2%	-1.4%	4.0%	24.3%	0.1%	-53.6%	32.0%[activator]	0.1%
CNc1nc(OCC(F)(F)F)nc(OCC(F)(F)F)n1	x	4.9%	x	-1.7%	x	x	-5.4%	86.2%[activator]	x
[O-][n+]1c2c(nn1-c1ccccc1Cl)-c1nonc1CC2	0.4	-5.2%	-12.6%	x	7.2%	-2.2%	12.9%	3.3%	6.5%
Cc1cnc(C(=O)OC(C(=O)Nc2cc(C(F)(F)F)ccc2Cl)c2ccccc2)cn1 (stereo not drawn)	-0.1	-20.1%	-0.6%	2.5%	-6.3%	-10.1%	u	5.0%	u
Cc1cc(C)cc(C(=O)NCCn2cc(SCC(=O)N3CCOCC3)c3ccccc32)c1	-0.7	-0.4%	-21.6%	8.0%	-10.7%	4.0%	u	13.0%	-3.2%

The closing two compounds of the part above come first, to join the parts.
SMILES	TRHR ag	POLK inh	POLB inh	ERG-DNA inh	APEX1 inh	BLM inh	ALOX12 inh	Pol iota inh	Anesthetic bind
Cc1cnc(C(=O)OC(C(=O)Nc2cc(C(F)(F)F)ccc2Cl)c2ccccc2)cn1 (stereo not drawn)	-0.1	-20.1%	-0.6%	2.5%	-6.3%	-10.1%	u	5.0%	u
Cc1cc(C)cc(C(=O)NCCn2cc(SCC(=O)N3CCOCC3)c3ccccc32)c1	-0.7	-0.4%	-21.6%	8.0%	-10.7%	4.0%	u	13.0%	-3.2%
O=C(CSc1ccccc1)N1CCCC(Nc2ccccc2)C1 (stereo not drawn)	-0.1	-3.1%	-1.6%	1.7%	10.5%	-10.9%	15.6%	14.2%	u
CC1(C)CNC(=O)CC(C)(C)N1	-0.9	0.3%[60.1 µM]	-1.1%	8.9%	6.6%	-6.1%	-3.8%	25.9%	-0.4%
COc1ccccc1/C=C\C=N\n1c(-c2ccc(Cl)cc2)n[nH]c1=S	-0.4	-4.3%	-1.6%	-4.2%	27.8%	-7.1%	-27.1%	-14.1%	-14.7%
COc1ccc(S(=O)(=O)N2CCC(n3c(C)nc4cccnc43)CC2)cc1Cl	2.1	1.0%	10.6%	0.7%	x	1.6%	-11.3%	-1.5%	-13.5%
CC(C)NS(=O)(=O)c1ccc2c(c1)NCC2	0.0	-1.4%	3.5%	-3.3%	4.9%	0.0%	-12.8%	23.8%	-12.0%
O=C(N/N=C/c1ccc(OCc2ccc(F)cc2)cc1)c1ccccc1	0.3	14.5%	-1.9%	9.8%	-5.5%	-5.7%	12.8%	9.2%	-11.5%
Cc1c(Cl)cccc1NC(=O)CSc1cc(-c2ccccc2)ncn1	-0.2	-6.0%	25.2%	1.6%	x	-1.6%	-13.5%	13.0%	-9.2%
CC(C)NC(=O)CSc1ccccc1C(=O)N1CCN(S(=O)(=O)Cc2ccccc2)CC1	-0.2	-6.7%	x	6.2%	3.5%	x	-28.6%	17.1%	x
CC(C)COc1ccc(C(=O)OCC(=O)NCc2cccs2)cc1	x	-4.5%	x	4.8%	-7.3%	x	-13.9%	58.6%[activator]	x
COc1ccc(N2CCN(C(=O)c3cc(C)on3)CC2)cc1	-0.8	-11.3%	-0.4%	-9.7%	40.2%	-0.5%	1.4%	24.4%	-3.5%
O=S(=O)(c1cccc2c(I)cccc12)N1CCCNCC1	x	-12.2%[60.1 µM]	9.1%[57.1 µM]	x	5.1%&1.2%&1.5%	32.7%[activator]	-0.9%	-3.2%[58.9 µM]	x
CCC(C)c1ccccc1OCCn1ccnc1 (stereo not drawn)	-0.9	-4.2%	-18.5%	-5.1%	3.2%	0.1%	u	-2.2%	1.8%
COc1cccc2nc(-c3cccs3)nc(NN3C(=O)C=C(C)C3=O)c12	x	x	x	x	9.8%	-4.4%	u	x	-10.8%
CCN(Cc1cc(=O)n2ccsc2n1)c1cccc2ccccc12	-0.5	-16.8%	-0.2%	9.3%	-5.8%	-12.8%	u	u	8.7%
CCc1ccc(-n2c(SCC(=O)Nc3cccc(S(=O)(=O)NC4=NCCCCC4)c3)nc3ccccc3c2=O)cc1	1.1	-14.4%	44.4%	2.1%	-5.2%	2.9%	-8.1%	u	4.5%
O=C(NC1CCN(S(=O)(=O)c2ccc(F)cc2)CC1)c1ccccc1	-0.6	0.9%	u	13.4%	2.6%	-3.2%	9.6%	32.0%[activator]	-0.7%
Cc1ccc(NC(=O)C2(N(CC(C)C)C(=O)Cn3nnnc3N)CCCCC2)cc1	0.1	-2.0%	1.1%	-4.7%	-0.1%	-2.5%	0.3%	18.3%	-10.3%
Cc1ccc2c(c1)N(C)/C(=C/c1cccc[n+]1CCO)S2	0.9	-8.9%	u	26.9%	4.3%	3.8%	-56.6%	-10.7%	-9.0%
COc1cc(CN2CCN(C(c3ccccc3)c3ccccc3)CC2)cc(OC)c1OC	-0.5	-6.5%	0.1%	3.4%	28.1%	-3.7%	u	18.7%	-9.0%
CCN(C(=O)CN1C(=O)S/C(=C\c2ccc(F)cc2)C1=O)C1CCS(=O)(=O)C1 (stereo not drawn)	-0.1	15.9%	1.7%	3.1%	55.3%[activator]	-3.9%	-3.5%	-22.0%	1.5%
CCOc1cccc(OCCCOc2ccccc2)c1	0.2	-10.6%	-0.3%	-8.4%	14.3%	-3.0%	9.3%	10.5%	-4.1%
CCn1c(O)c(C=Nc2ccccc2)oc1=S	0.0	-3.6%	29.4%	-8.6%	-6.6%	0.7%	0.0%	5.4%	-9.6%
CCc1cccc(NC(=O)COC(=O)/C=C/c2cccs2)c1	-0.3	-1.5%	x	-2.9%	7.5%	x	-22.5%	24.2%	x
Nc1cccc(S(=O)(=O)c2cccc(N)c2)c1	1.0	3.1%	2.2%	-3.4%	-1.7%	-1.7%	-18.1%	19.7%	-9.5%
